TDP1 block = inhibitors of human tyrosyl-DNA phosphodiesterase TDP1; recombinant TDP1, AlphaScreen DNA substrate cleavage; 350,000 tested, 0.28% active; AID 485290; Potency, µM (doses to about 130 µM), without a hit: top-dose activity change, negative = inhibition, usual class: inhibitors; Q9NUW8; further: nearly all actives have a fitted effect of over 40% in size
Target sequence (Q9NUW8 whole entry, looked up): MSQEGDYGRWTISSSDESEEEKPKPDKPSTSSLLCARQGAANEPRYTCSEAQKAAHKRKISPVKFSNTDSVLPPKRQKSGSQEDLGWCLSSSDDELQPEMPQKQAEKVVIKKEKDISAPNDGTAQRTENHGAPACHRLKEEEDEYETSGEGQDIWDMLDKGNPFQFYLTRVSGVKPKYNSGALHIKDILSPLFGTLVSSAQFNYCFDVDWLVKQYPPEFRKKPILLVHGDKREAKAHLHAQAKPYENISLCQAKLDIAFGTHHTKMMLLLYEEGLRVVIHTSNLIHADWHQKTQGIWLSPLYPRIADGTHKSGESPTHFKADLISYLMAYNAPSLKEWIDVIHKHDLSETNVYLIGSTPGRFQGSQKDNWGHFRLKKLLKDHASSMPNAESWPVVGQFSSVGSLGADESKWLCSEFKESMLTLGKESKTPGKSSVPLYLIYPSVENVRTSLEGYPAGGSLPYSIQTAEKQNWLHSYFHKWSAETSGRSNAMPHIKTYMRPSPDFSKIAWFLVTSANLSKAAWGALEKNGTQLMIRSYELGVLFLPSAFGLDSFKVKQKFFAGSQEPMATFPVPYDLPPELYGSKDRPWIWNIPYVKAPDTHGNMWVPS
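E. coli-derived human Tdp1, 1 nM final. Cpd preinc 15 min RT; substrate 15 nM final, 5 min RT; AS bead mix 10 ug/ml final, 10 min RT. Signal loss = tyrosine-FITC cleavage. No-enzyme wells = max signal.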
N370S GC = inhibitors or activators of N370S glucocerebrosidase for Gaucher disease; N370S GC spleen homogenate, 4MU-glucoside fluorescence; Potency, µM (top dose mostly 59.4 µM), inactives show at the highest dose activity change, negative = inhibition, actives largely listed as inhibitors; 330,000 tested, 0.092% active; AID 2101;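 further: 0% = full enzyme activity and -100% = no enzyme basal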
FEN1 inh = inhibitors of human flap endonuclease 1; Potency, µM (doses to about 114 µM), for inactives: at the top dose activity change, negative = inhibition, usual class: inhibitors; P39748; 390,000 tested, 0.35% active; Recombinant FEN1 flap cleavage, fluorescence, 15 min; AID 588795; further: nearly all actives have a fitted effect of over 65% in size
Target sequence (P39748 whole entry, looked up): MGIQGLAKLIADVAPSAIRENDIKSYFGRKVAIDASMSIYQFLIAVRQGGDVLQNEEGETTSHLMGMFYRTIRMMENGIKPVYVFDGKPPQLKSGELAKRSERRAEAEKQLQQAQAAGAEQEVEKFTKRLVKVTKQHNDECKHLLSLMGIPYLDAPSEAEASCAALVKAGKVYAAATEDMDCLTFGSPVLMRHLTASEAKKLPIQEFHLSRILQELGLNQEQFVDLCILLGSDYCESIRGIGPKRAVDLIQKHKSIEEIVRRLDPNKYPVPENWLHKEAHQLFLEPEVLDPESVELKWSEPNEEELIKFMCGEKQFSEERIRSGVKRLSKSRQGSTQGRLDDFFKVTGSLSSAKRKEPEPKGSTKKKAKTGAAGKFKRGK
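Potency values derive from four-parameter Hill fits of normalized qHTS data. The reaction used 10 nM FEN1 preincubated 15 min at room temperature with compound, then 50 nM DNA substrate, read at 0 and 15 min.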
Active calls of the source: *; u = inconclusive; x = no result given; [ ] = dose if it differs, or a comment. The call rests on the fitted dose curve; in most records, active means well fitted curve in the direction sought with a large enough effect; inconclusive means small, poorly fitted or top-dose-only effect, or another doubt; inactive means no such curve, though single readings can be large; an effect the other way counts as inactive or inconclusive. Unless noted, on the % scale 0 is the no-effect control and ±100 the full control effect; potency means the concentration at half of the fitted maximal effect.

SMILES	TDP1 block	N370S GC	FEN1 inh
CN(C(=O)COC(=O)CNC(=O)c1ccc(C(C)(C)C)cc1)c1c(N)n(Cc2ccccc2)c(=O)[nH]c1=O	x	-20.5%	-4.7%
O=C1C=C(c2ccc(F)cc2OCc2ccccc2)C[C@@H](c2ccc3c(c2)OCO3)C1	2.0%	x	-9.6%
CN(C)c1ccc(CNCCC2(O)CCOC(C)(C)C2)cc1 (stereo not given)	3.4%	-2.6%	0.5%
O=C(Cc1ccc(Cl)cc1)Nc1nnc2n1CCS2	5.5%	x	-5.5%
COc1ccccc1NC(=O)CSC1=Nc2ccccc2C2=NC(CCC(=O)NCc3cccs3)C(=O)N12 (stereo not given)	4.4%	x	9.6%
CC1C/C(=N\Nc2ccc(S(N)(=O)=O)cc2[N+](=O)[O-])CC(C)(C)C1 (stereo not given)	-2.4%	6.1%	-24.7%
COc1ccc(NC(=O)CCNS(=O)(=O)c2ccc3[nH]c(=O)oc3c2)cc1Cl	0.4%	5.6%	-13.4%
CCCn1nnc(NC(=O)c2ccc3c(c2)OCO3)n1	1.4%	3.8%	4.7%
Cc1nc(N)sc1C(=O)N/N=C/c1ccco1	2.9%	-4.5%	2.6%
COc1ccc(NS(=O)(=O)c2ccc3c(c2)CCN3C(=O)CCC(=O)O)cc1Cl	2.3%	x	-19.6%
CC(=O)NCC(=O)OCC(=O)c1ccc(Br)cc1	1.1%	-8.6%	8.5%
O=C(COC(=O)/C=C/c1cccs1)Nc1ccc(F)cc1	-0.1%	x	-1.5%
Cc1cccc(N(Cc2ccccc2)C(=O)CCl)c1	-3.5%	-18.9%	-4.8%
CCOC(=O)C(=O)NCc1ccc(/C=C2/N=C(C)C(C(=O)OCC)=C2O)o1	-6.1%	-7.6%	-9.2%
CCC(=O)N(c1nnc(SCC(=O)c2ccc[nH]2)s1)C1CC1	2.5%	x	7.5%
Cc1cccc(NC(=O)Cn2c(SCC(=O)NCc3ccccc3)nc3ccccc32)c1C	6.2%	x	12.9%
CCOC(=O)N1CCN(c2c(NCCc3ccc(OC)c(OC)c3)c(=O)c2=O)CC1	1.0%	7.9%	0.9%
Cc1ccc(S(=O)(=O)/N=C2\SC(CC(=O)Nc3ccc(F)cc3)C(=O)N2c2ccccc2)cc1 (stereo not given)	5.6%	10.8%	-11.2%
O=c1cnc2ccccc2n1Cc1ccc(Br)cc1	0.4%	-17.7%	-4.9%
CCOC(=S)SCC(=O)Nc1nc(-c2ccccc2)cs1	3.2%	5.4%	8.7%
CCOc1ccccc1CN1CCNC(=O)C1CC(=O)N(C)CCC1CCOCC1 (stereo not given)	1.7%	-0.7%	-18.8%
CCOC(=O)c1ccccc1NC(=O)CN1C(=O)CC(c2ccco2)Sc2ccccc21 (stereo not given)	-3.9%	x	-8.2%
O=C(C1CC(c2ccc(F)cc2)=NO1)N1CCCc2ccccc21 (stereo not given)	2.3%	14.0%	-8.9%
Cc1c(N2C(=O)C(=O)/C(=C(/O)c3ccc(Br)cc3)C2c2cccnc2)c(=O)n(-c2ccccc2)n1C (stereo not given)	2.6%	1.5%	-1.5%
COc1ccc(-c2[nH]ncc2C=O)cc1	3.0%	2.6%	40.0%[activator]
O=C(NCCO)c1ccc(-c2nnc(Nc3ccc(O)cc3)c3ccccc23)cc1	x	-22.9%	-9.9%
Cc1cc(Nc2ccccc2)n(-c2ccccc2)n1	5.5%	-3.2%	-1.1%
O=c1nc(N(c2ccccc2)c2ccccc2)[nH]c(=O)[nH]1	1.1%	1.6%	2.9%
CC1(C)CC(=O)C2=C(C1)N(c1ccccc1)C(N)=C(C#N)C2c1cccnc1 (stereo not given)	6.4%	-2.5%	1.0%
C/C(=N\NC(N)=S)c1ccncc1	-1.9%	-4.3%	-6.4%

Random excerpt: 3 entries already listed.
SMILES	TDP1 block	N370S GC	FEN1 inh
Cc1c(N2C(=O)C(=O)/C(=C(/O)c3ccc(Br)cc3)C2c2cccnc2)c(=O)n(-c2ccccc2)n1C (stereo not given)	2.6%	1.5%	-1.5%
O=C(C1CC(c2ccc(F)cc2)=NO1)N1CCCc2ccccc21 (stereo not given)	2.3%	14.0%	-8.9%
O=c1nc(N(c2ccccc2)c2ccccc2)[nH]c(=O)[nH]1	1.1%	1.6%	2.9%

Next entries follow:
SMILES	TDP1 block	N370S GC	FEN1 inh
Cc1ccccc1-c1noc(-c2cc3ccccc3oc2=O)n1	-5.1%	x	-1.2%
Cc1ccccc1NC(=O)CCn1nc(-c2ccccc2)c2ccccc2c1=O	4.7%	x	-12.0%
CCN(CC)S(=O)(=O)c1cccc(NC(=O)c2ccc(SC)cc2OC)c1	7.0%	16.9%	2.8%
Oc1ccccc1-c1nnc(COc2ccc(Cl)cc2Cl)o1	-14.1%	4.0%	8.3%
Cn1c(=O)c2c(nc(NCc3ccccc3)n2CC(=O)NCc2ccccc2)n(C)c1=O	2.2%	-15.2%	-8.5%
COc1ccc2[nH]c(C)c(-c3csc(N)n3)c2c1	x	-13.0%	10.7%
COCCNC(=O)c1ccc2c3n(nc2c1)-c1ccc(C)cc1CO3	0.0%	3.2%	-8.9%
Cc1csc(SCC(=O)Nc2cccc(S(=O)(=O)N3CCOCC3)c2)n1	3.5%	-17.6%	5.2%
CCCCN(C(=O)c1ccc2c(c1)OCCO2)c1c(N)n(CCCC)c(=O)[nH]c1=O	0.0%	-2.8%	2.0%
CNC(=O)CNC(=O)Nc1ccc(C)cc1	-0.5%	0.3%	19.8%

Given with two lines to a compound: entries from further up
Value order – TDP1 block | N370S GC | FEN1 inh
- O=C(C1CC(c2ccc(F)cc2)=NO1)N1CCCc2ccccc21 (stereo not given)
    2.3% | 14.0% | -8.9%
- Cc1c(N2C(=O)C(=O)/C(=C(/O)c3ccc(Br)cc3)C2c2cccnc2)c(=O)n(-c2ccccc2)n1C (stereo not given)
    2.6% | 1.5% | -1.5%
- COc1ccc(-c2[nH]ncc2C=O)cc1
    3.0% | 2.6% | 40.0%[activator]
- O=C(NCCO)c1ccc(-c2nnc(Nc3ccc(O)cc3)c3ccccc23)cc1
    x | -22.9% | -9.9%
- Cc1cc(Nc2ccccc2)n(-c2ccccc2)n1
    5.5% | -3.2% | -1.1%
- O=c1nc(N(c2ccccc2)c2ccccc2)[nH]c(=O)[nH]1
    1.1% | 1.6% | 2.9%
- CC1(C)CC(=O)C2=C(C1)N(c1ccccc1)C(N)=C(C#N)C2c1cccnc1 (stereo not given)
    6.4% | -2.5% | 1.0%
- C/C(=N\NC(N)=S)c1ccncc1
    -1.9% | -4.3% | -6.4%
- Cc1ccccc1-c1noc(-c2cc3ccccc3oc2=O)n1
    -5.1% | x | -1.2%
- Cc1ccccc1NC(=O)CCn1nc(-c2ccccc2)c2ccccc2c1=O
    4.7% | x | -12.0%
- CCN(CC)S(=O)(=O)c1cccc(NC(=O)c2ccc(SC)cc2OC)c1
    7.0% | 16.9% | 2.8%
- Oc1ccccc1-c1nnc(COc2ccc(Cl)cc2Cl)o1
    -14.1% | 4.0% | 8.3%
- Cn1c(=O)c2c(nc(NCc3ccccc3)n2CC(=O)NCc2ccccc2)n(C)c1=O
    2.2% | -15.2% | -8.5%
- COc1ccc2[nH]c(C)c(-c3csc(N)n3)c2c1
    x | -13.0% | 10.7%
- COCCNC(=O)c1ccc2c3n(nc2c1)-c1ccc(C)cc1CO3
    0.0% | 3.2% | -8.9%
- Cc1csc(SCC(=O)Nc2cccc(S(=O)(=O)N3CCOCC3)c2)n1
    3.5% | -17.6% | 5.2%
- CCCCN(C(=O)c1ccc2c(c1)OCCO2)c1c(N)n(CCCC)c(=O)[nH]c1=O
    0.0% | -2.8% | 2.0%
- CNC(=O)CNC(=O)Nc1ccc(C)cc1
    -0.5% | 0.3% | 19.8%

(listing goes on)
SMILES	TDP1 block	N370S GC	FEN1 inh
O=C(OCc1nc2scc(-c3ccccc3)c2c(=O)[nH]1)c1cc(Cl)ccc1[N+](=O)[O-]	9.5%	2.3%	-4.1%
COc1ccc(C(=O)C2CCCN(C(=O)c3cc(C)nc(C)n3)C2)cc1OC (stereo not given)	0.0%	-2.2%	0.5%
C[N+](C)(C)CCOP(=O)([O-])OC[C@H](O)CO	5.8%	-16.0%	-11.6%
CSc1nc(-c2ccco2)nn1S(C)(=O)=O	4.7%	4.7%	-1.6%
O=C(NOC(=O)c1ccccc1Cl)c1cccs1	x	-3.5%	-8.1%
CCNC(=O)C(=O)NCCC1CCCCN1S(=O)(=O)c1cccs1 (stereo not given)	-0.8%	u	1.5%
COc1cc(C(=O)N2CCN(C3CCC(C)CC3)CC2)cc(OC)c1OC (stereo not given)	x	0.7%	-14.3%
Cc1c(CC(=O)NCCCCCC(=O)O)c(=O)oc2c(C)c3oc4c(c3cc12)CCCC4	x	10.0%	-16.3%
Fc1ccc(-c2nc(-c3cccs3)no2)cc1	x	-3.0%	-0.8%
CCCCn1c(N)c(N(CCC(C)C)C(=O)c2ccc(-c3ccc([N+](=O)[O-])cc3)o2)c(=O)[nH]c1=O	-2.8%	x	5.4%
O=C(Cn1cnc2ccccc2c1=O)NCC(=O)N1CCN(Cc2ccc3c(c2)OCO3)CC1	3.3%	-2.2%	3.1%
Cc1ccc(Nc2nc(-c3ccncc3)nc3ccccc23)cc1	2.9%	-9.2%	0.7%
COc1cc(CC(=O)NNC(=O)c2cc(C)oc2C)cc(OC)c1OC	5.3%	-1.0%	-10.1%
COC(=O)c1sc(N2C(=O)c3oc4ccc(C)cc4c(=O)c3C2c2ccc(O)c(OC)c2)nc1C (stereo not given)	2.1%	x	-6.5%
Cc1ccccc1OCc1nc2ccccc2c(=O)n1/N=C/c1ccco1	1.2%	4.6%	0.0%
CC(C)(C)c1ccc(C(=O)NNC(=O)c2ccc(Cl)cc2)cc1	5.5%	-2.7%	1.8%
CCc1nc2ccccc2c(C(=O)OCC(=O)Nc2cccc(S(=O)(=O)NC3=NCCCCC3)c2)c1C	x	-11.9%	-22.0%
O=C1CSC(c2cccc(Cl)c2Cl)N1c1ccccn1 (stereo not given)	-2.3%	4.6%	-22.2%
COC(=O)CN1C(=O)N(c2ccccc2)C(N(O)C(=O)Nc2ccccc2)C1(C)C (stereo not given)	2.0%	-0.6%	2.7%
CCCCN1C(=O)C2ON(c3ccccc3C)C(c3ccco3)C2C1=O (stereo not given)	2.3%	1.6%	-22.2%
O=C(Cc1ccc(Cl)cc1)Nc1ccc2c(c1)C(=O)NC2=O	-6.0%	4.3%	7.7%
CN(C)Cc1cc(C(C)(C)c2cc(CN(C)C)c(O)c(CN(C)C)c2)cc(CN(C)C)c1O	8.2%	5.1%	3.7%
Cc1ccc2onc(CNC(=O)N3CCN(c4cccc(C)c4C)CC3)c2c1	-2.6%	x	-13.9%
CC(C)(C)c1ccc(C(=O)N(Cc2ccc(F)cc2)Cc2ccco2)cc1	4.7%	x	-7.7%
CCOC(=O)c1ccc(NC(=S)NCCCN2CCCC2=O)cc1	0.0%	1.6%	1.4%
CC(C)Oc1ccc(CNC(=O)CCCN2C(=O)c3cccnc3Oc3ccc(Cl)cc32)cc1	1.2%	x	8.2%
Cc1ccc(-n2c(C)cc(/C=N/NC(=O)CN(c3ccc(C)cc3C)S(C)(=O)=O)c2C)cc1	11.0%	-0.6%	-5.7%
CCS(=O)(=O)Nc1cccc(C2=NN(S(=O)(=O)c3ccc(F)cc3)C(c3cccs3)C2)c1 (stereo not given)	0.6%	1.7%	5.7%
CSc1cccc(NC(=S)N(CCC(C)C)C2CCN(C(C)C)CC2)c1	3.7%	-16.2%	-0.2%
CN(C)S(=O)(=O)N1C(=O)c2ccccc2C1=O	6.3%	1.1%	3.8%
Cn1ccnc1CC(O)(c1ccccc1)c1ccccc1	x	-1.5%	-0.5%
CCn1c2ccccc2c2cc(NC(=O)c3ccccc3[N+](=O)[O-])ccc21	5.4%	u	13.0%
Cc1cccc(N2CCN(C(=O)c3cccs3)CC2)c1C	4.1%	-11.0%	5.9%
CN(CC(=O)Nc1ccc(Cl)cc1F)S(=O)(=O)c1ccc2c(c1)n(C)c(=O)c(=O)n2C	3.8%	x	16.5%
Cc1cccc(C)c1OCc1nc2ccccc2[nH]1	5.1%	-23.2%	-3.9%
Cc1cc2cc(CNC(=O)c3ccc(S(=O)(=O)N4CCOCC4)cc3)ccc2n1C	8.7%	-11.1%	1.1%
CCCc1nn2c(=O)cc(COc3ccc(/C=C(\C#N)C(=O)Nc4ccc(F)cc4)cc3)nc2s1	9.0%	x	5.6%
Cc1cc(C)cc(NC(=O)CSc2nnc(-c3ccc(S(=O)(=O)N4CCCC4)cc3)o2)c1	9.5%	0.3%	1.8%
COc1ccc(CCN(C)CCC(=O)Nc2c(C)cc(C)cc2C)cc1OC	6.7%	-0.5%	-2.0%
COc1ccccc1NC1=NC(CO)(CO)CS1	5.6%	-16.0%	20.6%
O=C(O)/C=C/c1ccc(S(=O)(=O)NCc2ccco2)cc1	-2.7%	15.2%	-9.4%

Source: PubChem (National Center for Advancing Translational Sciences (NCATS))
